High-throughput results deposited in PubChem by Southern Research Specialized Biocontainment Screening Center.
VEEV TC-83 Vero: inhibitors of VEEV TC-83 cytopathic effect, confirmation, Vero cells (AID 588727); Vero cells, VEEV TC-83 cytopathic effect inhibition; higher % means a stronger effect; one-dose inhibition, % at 20 µM; IC50 in µM for titrated hits; 350,000 tested, 0.13% active; in the data active means a potency from the dose series; inconclusive means inhibition mostly from about 14% at the one dose, without a potency; inactive means the rest, 99 in 100 with inhibition below about 12%; further: strong numbers were not always called active
influenza NS1A: H1N1 influenza NS1A inhibitors, functional cell based assay (AID 504329); inhibition, % at 12.5 µM, or IC50 in µM where a hit was titrated; 340,000 tested, 0.3% active; NS1A functional cell-based assay, percent inhibition; higher % means a stronger effect; in the data active means a potency from the dose series; inconclusive means inhibition above about 27% without an active follow-up result; further: strong numbers were not always called active
tuberculosis growth: growth inhibition of non-replicating M. tuberculosis (AID 488890) | Mycobacterium tuberculosis non-replicating, growth inhibition; higher % means a stronger effect | one-dose inhibition, % at 25 µM; IC50 in µM for titrated hits | 320,000 tested, 0.39% active; in the data active means a potency from the dose series; inconclusive means inhibition mostly from about 82% at the one dose, without a potency; inactive means the rest, 99 in 100 with inhibition below about 76%;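 further: plate controls were DMSO cells for no effect and high antibiotic wells for full effect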
M. tuberculosis HTS: M. tuberculosis growth inhibition, HTS (AID 449762). M. tuberculosis H37Rv growth inhibition, 7H9 media; higher % means a stronger effect. one-dose inhibition, % at 25 µM; IC50 in µM for titrated hits. 330,000 tested, 0.59% active; in the data active means a potency from the dose series; inconclusive means inhibition above about 70% without an active follow-up result;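 further: bacterial growth assessed after seven days of incubation; strong numbers were not always called active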
Salmonella PhoP GFP: PhoP regulon inhibitors, Salmonella typhi PhoP promoter GFP reporter, confirmatory (AID 1850) | Salmonella Typhi PhoP-promoter GFP reporter, fluorescence, 4 h; higher % means a stronger effect | inhibition, % at 50 µM; hits with a dose series show IC50 in µM | 310,000 tested, 0.33% active; in the data active means a potency from the dose series; inconclusive means inhibition mostly from about 25% at the one dose, without a potency; inactive means the rest, 99 in 100 with inhibition below about 19%;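 further: 0% = induced wells with vehicle and 100% = uninduced wells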
VEEV TC-83 Vero 10K pilot screen: recorded beside VEEV TC-83 Vero, whose call it bears; inhibition, %; measured here: 10K pilot screen inhibition
An asterisk follows results filed as active; i = inactive; ? = inconclusive; · = no result given.

A first look, three compounds:
SMILES	VEEV TC-83 Vero	influenza NS1A	tuberculosis growth	M. tuberculosis HTS	Salmonella PhoP GFP	others
O=C(N/N=C/c1ccccc1O)c1ccc2c(c1)OCO2	?	6%	?	2%	0%
COc1ccc(C(C(=O)NC2CCCCC2)N(C(=O)c2snc(C(N)=O)c2N)c2ccccc2OC)cc1 (centres undefined)	0.7%	4%	21%	12%	0%
O=C(c1ccco1)N1CCN(S(=O)(=O)c2ccc3[nH]c(=O)oc3c2)CC1	1.4%	14%	1%	-11%	-14%

This part in full, previewed entries included:
SMILES	VEEV TC-83 Vero	influenza NS1A	tuberculosis growth	M. tuberculosis HTS	Salmonella PhoP GFP	others
O=C(N/N=C/c1ccccc1O)c1ccc2c(c1)OCO2	?	6%	?	2%	0%
COc1ccc(C(C(=O)NC2CCCCC2)N(C(=O)c2snc(C(N)=O)c2N)c2ccccc2OC)cc1 (centres undefined)	0.7%	4%	21%	12%	0%
O=C(c1ccco1)N1CCN(S(=O)(=O)c2ccc3[nH]c(=O)oc3c2)CC1	1.4%	14%	1%	-11%	-14%
CN(CC(=O)Nc1ccc(Cl)c(C(F)(F)F)c1)C(=O)Cc1c[nH]c2ccccc12	8.0%	1%	3%	5%	-4%
CCOc1ccc(Br)cc1S(=O)(=O)Nc1ccc(NC(=O)c2ccccc2F)cc1	6.2%	1%	-11%	-8%	-4%
Cc1ccc(CC(=O)NCCCn2ccnc2)cc1	0.2%	1%	-8%	-10%	4%
O=S1(=O)CCOC[C@H](CC2CCCCC2)N1Cc1cccc(F)c1	0.1%	-4%	7%	6%	1%
CC(C)OP(=O)(OC(C)C)C(Nc1ccccc1)c1cccnc1 (centres undefined)	0.2%	1%	-2%	5%	13%
COc1ccc(N(CC(=O)Nc2cccc(C)c2)S(=O)(=O)c2ccc(C)cc2)cc1OC	1.2%	-1%	6%	9%	-7%
C=CCNC(=S)NNC(=O)COc1cccc(Cl)c1	1.5%	6%	-11%	-5%	9%
COc1ccccc1NC(=O)/C(C#N)=C/c1cccnc1	9.3%	-9%	0%	-4%	-8%
COc1ccc(C(=O)CCC(=O)NCCc2c[nH]c3ccccc23)cc1	i	-19%	33%	10%	2%

As a short view, part of the list above:
SMILES	VEEV TC-83 Vero	influenza NS1A	tuberculosis growth	M. tuberculosis HTS	Salmonella PhoP GFP	others
O=C(N/N=C/c1ccccc1O)c1ccc2c(c1)OCO2	?	6%	?	2%	0%
COc1ccc(C(C(=O)NC2CCCCC2)N(C(=O)c2snc(C(N)=O)c2N)c2ccccc2OC)cc1 (centres undefined)	0.7%	4%	21%	12%	0%
O=C(c1ccco1)N1CCN(S(=O)(=O)c2ccc3[nH]c(=O)oc3c2)CC1	1.4%	14%	1%	-11%	-14%

(more compounds)
SMILES	VEEV TC-83 Vero	influenza NS1A	tuberculosis growth	M. tuberculosis HTS	Salmonella PhoP GFP	others
CCOC(=O)c1cnn2c(C)cc(-c3ccccc3)nc12	2.3%	-6%	0%	-5%	-9%
Nc1nc(SCC(=O)Nc2ccc(Cl)cc2C(F)(F)F)n[nH]1	3.8%	2%	-5%	5%	0%
O=C1OCCC1Sc1nc2ccccc2c(=O)n1Cc1ccc(F)cc1 (centres undefined)	1.1%	26%	21%	-8%	9%
Cc1nc(Cl)c2c(n1)N(CC(N)=O)C(=O)CO2	i	2%	-10%	-3%	-10%
Cc1ccc(C)c(Nc2cc(C(=O)NCc3cccnc3)c3ccccc3n2)c1	5.1%	2%	11%	3%	8%
O=S(=O)(c1cc(F)ccc1F)N1CCN(c2ccccn2)CC1	1.1%	-1%	-8%	7%	-1%
c1ccc(-c2nnc(CN3CCN(c4ccccc4)CC3)o2)cc1	0.6%	2%	47%	-6%	5%	VEEV TC-83 Vero 10K pilot screen=0.0
Cc1cc(C(=O)N2CCN(C(c3ccccc3)c3ccccc3)CC2)on1	4.8%	-3%	·	-5%	5%
O=C(CCN1C(=O)c2ccccc2C1=O)N1CCOCC1	4.6%	0%	-5%	-16%	13%
COc1ccc2c(c1)[C@@H]1[C@H](CO2)[C@H](c2ccccc2)[C@]2(C)C(=O)Nc3ccc(C)cc3C(=O)N12	5.5%	0%	63%	49µM*	-7%
O=C(NCc1ccco1)c1ccccc1-c1nc(-c2ccccc2)no1	2.3%	11%	14%	3%	10%
COc1cc(C(C#N)N2CCC(c3ccccc3)=N2)ccc1O (centres undefined)	0.6%	-5%	0%	-8%	5%
O=C(NCc1ccc2c(c1)OCO2)C1CC(=O)N(c2ccc(Cl)cc2)C1 (centres undefined)	0.8%	4%	3%	4%	-5%
CCOC(=O)COn1c(=O)c(=O)n(OC)c2ccccc21	i	-12%	-8%	-4%	8%
CCOc1ccc(OCC)c(NC(=O)CSc2nnc(Cn3cnc4ccccc43)n2C)c1	0.4%	-2%	36%	12%	-11%
CCCn1nc(C(=O)N2CCN(c3ccccn3)CC2)c2ccccc2c1=O	3.0%	8%	-15%	-3%	·
CCC(C)c1ccccc1NC(=S)Nc1cccnc1 (centres undefined)	1.1%	9%	19%	3%	0%
Cn1c(=O)c2c(nc(N/N=C/c3cccs3)n2Cc2ccccc2)n(C)c1=O	7.4%	4%	-25%	-2%	-2%
CSc1ccccc1OCc1cc(C(=O)N2CCC(Oc3cccnc3)CC2)no1	6.1%	-20%	58%	24µM*	-8%
COc1ccc(S(=O)(=O)N2CCc3ccccc32)cc1C(=O)Nc1cccnc1	0.8%	11%	-3%	-2%	0%
COc1ccccc1C(=O)NC(CCSC)C(=O)NCc1ccccn1 (centres undefined)	6.0%	-15%	-16%	-2%	5%
Cc1ccc(C2=Nc3ccc(Br)cc3C(c3ccncc3)=NN2)cc1	7.4%	-8%	12%	67%	-2%
C/C(=N\N1CCCCCC1)c1c(O)n(-c2ccccc2C)c(=O)[nH]c1=O	1.8%	-24%	11%	5%	-1%
CC1(C)Cc2nc3sc4c(=O)n(CC(N)=O)cnc4c3cc2CO1	2.6%	1%	-3%	2%	-10%

Next section; the last 2 above are carried over.
SMILES	VEEV TC-83 Vero	influenza NS1A	tuberculosis growth	M. tuberculosis HTS	Salmonella PhoP GFP	others
C/C(=N\N1CCCCCC1)c1c(O)n(-c2ccccc2C)c(=O)[nH]c1=O	1.8%	-24%	11%	5%	-1%
CC1(C)Cc2nc3sc4c(=O)n(CC(N)=O)cnc4c3cc2CO1	2.6%	1%	-3%	2%	-10%
O=C(Nc1ccc2snnc2c1)N1CCOCC1	2.8%	-1%	-14%	0%	1%
COc1cc(C2C(C#N)=C(N)Oc3c2ccc2ccccc32)ccc1OCC(=O)Nc1ccccc1C (centres undefined)	i	5%	28%	-5%	-10%
CCC(=O)NC1OC(CO)C(O)C(O)C1O (centres undefined)	1.3%	9%	-1%	-2%	-6%
CC(=O)N1CCc2cc(Br)cc(S(=O)(=O)CCC(=O)N3CCN(c4ccccn4)CC3)c21	i	7%	11%	-7%	-1%
COc1ccc(S(=O)(=O)N2CCCCCC2)cc1C(=O)N(C)Cc1cccc(OC)c1OC	5.1%	7%	5%	-3%	-2%
COc1cccc(NC(=O)CNC(=O)Cn2cnc3sc(C)c(C)c3c2=O)c1	0.3%	12%	3%	-6%	-13%
CCn1nc(NS(=O)(=O)c2ccc(NC(C)=O)cc2)c2cc3ccccc3nc21	5.1%	10%	-12%	3%	-2%
CS(=O)(=O)NCc1csc(-c2ccccc2)n1	1.3%	3%	7%	-8%	0%
CCOC(=O)c1nc(-c2ccccc2)oc1N1CCOCC1	0.7%	3%	-8%	-7%	-5%
CCCCc1ccc(NC(=S)N2CCC(O)CC2)cc1	3.0%	1%	55%	11%	3%
CCOC(=O)c1c(C)[nH]c(C)c1S(=O)(=O)N(C)CC(=O)Nc1ccccc1F	i	-9%	-5%	6%	-1%
CC(=C/C(=O)O)/C(=C\c1ccc(Br)o1)C(=O)O	0.8%	-1%	-4%	5%	4%
C=CC[C@@H](CC(=O)NCCO)C(=O)NCCOC(=O)[C@@H](CC=C)Cc1ccc(F)cc1	1.1%	1%	1%	-6%	·
CCOC(=O)CSc1nnc(Cc2cc(=O)[nH]c(=O)[nH]2)n1-c1ccc(Cl)cc1	0.4%	8%	10%	-7%	6%
Cc1[nH]c2ccccc2c1/C=C/c1nc2ccccc2c(=O)n1-c1cccc([N+](=O)[O-])c1	3.0%	-3%	14%	4%	0%
O=C(CN(Cc1ccccc1Cl)C(=O)CNS(=O)(=O)c1ccccc1)NCC1CCCO1 (centres undefined)	i	0%	-2%	2%	14%
CCOC(=O)Cc1csc(NC(=O)c2c(O)c3c(n(CC(C)C)c2=O)CCCC3)n1	1.4%	-9%	·	5.2µM*	2%
CCOC(=O)C1=C(C)OC(N)=C(C#N)C1c1cccs1 (centres undefined)	1.5%	·	-15%	-1%	7%
Cc1ccc(C)c(OCc2cc(C(=O)N3CCOCC3)no2)c1	1.4%	2%	-7%	5%	6%
COC(=O)C1CCN(Cc2cc(=O)oc3cc(C)c(Cl)cc23)CC1	0.2%	-4%	6%	-1%	-2%
c1coc(-c2nc3nc4ccccc4nc3n2-c2ccc3c(c2)OCCO3)c1	7.5%	-7%	·	·	·
Cc1cnn(C(=S)NCc2ccco2)c1	2.0%	-10%	?	6%	4%
Cn1cc(C(=O)NCc2ccc(Cl)cc2)c(=O)c2cc(S(=O)(=O)N3CCOCC3)ccc21	1.8%	8%	-2%	7%	8%
CCCCC(NC(=O)CCc1c(C)c2cc3c4c(oc3c(C)c2oc1=O)CCCC4)C(=O)O (centres undefined)	i	7%	18%	1%	2%
CCOC(=O)C1CCN(S(=O)(=O)c2ccc(C)c(C(=O)NC3CCCCC3)c2)CC1	2.5%	-9%	-4%	-21%	-9%
CCc1nc(C)ccc1OCC(=O)NCCCN(C)C	i	-3%	-7%	-1%	28%
O=C(O)CCc1cccnc1	i	4%	-13%	3%	0%
COc1cc(OC)nc(NC(=O)CCl)n1	i	1%	40%	-3%	-1%
CCN(CC)CCC/C(=N\O)C(O)(c1ccccc1)c1ccccc1	i	-3%	9%	7%	-5%
Nc1nc(COC(=O)C2CC(=O)N(Cc3ccccc3)C2)nc(Nc2ccccc2)n1 (centres undefined)	1.8%	-7%	5%	-5%	·
Cc1ccccc1OCCNC(=O)/C=C/c1ccc([N+](=O)[O-])cc1	0.1%	18%	-4%	-6%	-4%
O=C(CCNS(=O)(=O)c1ccc(Br)cc1)N1CCCCCCC1	6.8%	9%	-4%	-2%	5%
CNC(=O)C(=O)NCC1OCCCN1S(=O)(=O)c1ccc2c(c1)OCCO2 (centres undefined)	i	12%	13%	9%	-3%
Cc1cc(C(=O)CSc2nnc(-c3ccco3)o2)c(C)n1Cc1ccco1	i	5%	13%	0%	-2%	VEEV TC-83 Vero 10K pilot screen=1.0
COc1ccccc1C(CNC(=O)CNC(=O)c1cccc(Cl)c1)N1CCCC1 (centres undefined)	8.9%	-3%	·	·	·
Cc1[nH]c2ccccc2c1C(=O)CN1CCC2(CC1)OCCO2	0.9%	8%	12%	-3%	-1%
O=C(NN1CCCCCC1)c1ccccc1F	0.4%	-8%	·	·	·
COc1ccc(-c2ccc3c(c2)S(=O)(=O)c2cccc(C(=O)N4CCN(c5ccc(Cl)cn5)CC4)c2C3=O)cc1OC	0.5%	4%	66%	0%	·	VEEV TC-83 Vero 10K pilot screen=0.5
CCN(CC(=O)Nc1ccc(NC(C)=O)cc1)C(=O)c1cc(S(=O)(=O)N2CCCCCC2)ccc1OC	1.7%	3%	10%	-6%	5%
CCn1c(SCC(=O)Nc2ccc(OCc3ccccc3)cc2)nnc1-c1ccco1	7.8%	19%	52%	41%	-7%
Nc1nc(-c2ccccc2)c(-c2ccccc2)n1N	0.5%	3%	?	3%	-64%
O=C(CNC(=O)c1ccc(Br)o1)NCC1CCCCC1	i	-7%	66%	18%	·
C=CCn1c(O)c(/C(C)=N/N2CCN(C)CC2)c(=O)[nH]c1=O	3.6%	-1%	-1%	5%	1%
COc1ccc(C(=O)Nn2cnnc2)c(OC)c1	i	-4%	2%	-9%	0%
Cn1nccc1C(=O)Nn1cnnc1	1.2%	5%	9%	0%	-1%
O=C(O)c1cnn2c1NC(c1ccc(F)cc1)CC2C(F)(F)F (centres undefined)	1.3%	13%	3%	-7%	2%
O=S(=O)(Nc1cccc(-c2cn3cccnc3n2)c1)c1ccc(-c2ccccc2)cc1	6.2%	-3%	18%	3%	-6%
COc1cccc(CN2CC(C(=O)NC3(c4ccccc4)CC3)CCC2=O)c1 (centres undefined)	1.4%	-9%	-14%	-9%	-11%
O=C(NCCN1CCOCC1)c1cc(-c2cccs2)nc2ccccc12	8.9%	-7%	14%	4%	6%
Cc1ccc(C(=O)Nc2c(N)nc(SCC(=O)NCC3CCCO3)[nH]c2=O)cc1 (centres undefined)	0.2%	16%	-10%	-10%	-7%
